Screening data from PubChem BioAssay.
HCV NS3 hel inh: inhibitors of HCV NS3 helicase, primary screen, biochemical, Cy5 molecular beacon fluorescence; NS3 helicase DNA unwinding; actives 0.56% (n = 290,000); Hepatitis C virus NS3 helicase; inhibition, % at 10.9 µM;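 active = inhibition above the mean of all tested compounds plus 3 SD, set per campaign, cut at about 35% in these data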;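 also: 0% = DMSO wells and 100% = thioflavine S control wells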
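test system = hepatitis C virus NS3 helicase domain fragment enzyme | reagent = annealed dual-labelled DNA beacon duplex, ATP-started | times = 1 h at 25 °C | detection = Cy5 fluorescence, 0 and 60 min reads | read-out basis = percent inhibition from t60/t0 fluorescence ratio | control set = DMSO and thioflavine S | replication = one well per compound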
p-CIP stab down: p/CIP-EGFP fusion destabilizers, primary screen, fluorescence, F442A cells | Q05BA5 | actives 0.01% (n = 290,000) | 16 h | decrease of EGFP signal, % at 10 µM;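 active = EGFP signal decrease of at least 30% at 10 µM or well 3 SD below plate mean, unless failing retest; inactive = the rest, including hits failing retest or dose response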; also: some compounds called inactive have numbers as strong as hits; many of its hits are not listed in these tables
IDE cell activ: human IDE activators in live cells, primary screen, fluorescence polarization, HEK cells, FAbeta-B substrate | Insulin-degrading enzyme (Homo sapiens), P14735 | FAbeta-B cleavage; 0% vehicle, 100% cell-free pure enzyme wells | activation, % at 5.96 µM | actives 0.073% (n = 340,000) | AID 493087, 2011;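 active = activation above the mean of all tested compounds plus 3 SD, set per screening campaign, cut at about 17% in these data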
Target sequence (P14735 whole entry, looked up): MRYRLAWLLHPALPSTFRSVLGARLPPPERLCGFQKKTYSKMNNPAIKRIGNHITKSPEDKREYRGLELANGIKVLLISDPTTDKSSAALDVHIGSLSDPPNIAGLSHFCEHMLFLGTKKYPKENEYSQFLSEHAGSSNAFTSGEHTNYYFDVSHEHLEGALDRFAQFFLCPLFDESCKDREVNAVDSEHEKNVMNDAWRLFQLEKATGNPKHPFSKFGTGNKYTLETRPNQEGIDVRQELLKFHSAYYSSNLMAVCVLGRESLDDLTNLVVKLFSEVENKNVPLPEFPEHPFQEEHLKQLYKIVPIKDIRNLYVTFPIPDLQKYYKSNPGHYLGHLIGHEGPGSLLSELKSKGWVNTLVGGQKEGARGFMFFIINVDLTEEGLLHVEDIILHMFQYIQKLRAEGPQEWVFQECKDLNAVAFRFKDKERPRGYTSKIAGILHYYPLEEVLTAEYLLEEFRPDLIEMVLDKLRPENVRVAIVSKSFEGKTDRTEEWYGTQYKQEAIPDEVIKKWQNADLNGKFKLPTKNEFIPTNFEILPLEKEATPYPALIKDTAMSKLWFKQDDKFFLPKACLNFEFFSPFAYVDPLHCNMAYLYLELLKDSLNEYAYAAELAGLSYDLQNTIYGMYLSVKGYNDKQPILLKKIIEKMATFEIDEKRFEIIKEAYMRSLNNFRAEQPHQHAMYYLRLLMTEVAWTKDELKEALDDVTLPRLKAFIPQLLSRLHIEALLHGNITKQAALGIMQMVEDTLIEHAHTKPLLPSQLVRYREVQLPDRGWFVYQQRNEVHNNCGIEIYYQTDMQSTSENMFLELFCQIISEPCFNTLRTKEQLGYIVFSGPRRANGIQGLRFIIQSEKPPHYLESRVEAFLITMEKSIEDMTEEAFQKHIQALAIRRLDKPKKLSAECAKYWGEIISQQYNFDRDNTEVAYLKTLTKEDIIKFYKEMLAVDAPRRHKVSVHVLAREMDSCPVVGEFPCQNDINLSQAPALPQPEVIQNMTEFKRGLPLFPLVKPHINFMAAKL
DNA FID counter: compounds displacing fluorescent DNA intercalator, primary screen, artefact control for HCV NS3 helicase inhibitor project, biochemical, FID fluorescence; DNA fluorescent intercalator displacement; inhibition, % at 7.9 µM; actives 0.17% (n = 290,000); in the data active = inhibition above about 37%;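 also: 0% = vehicle and 100% = reference compound; higher means more ethidium bromide displaced from hairpin DNA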
MEKK3 PB1 HTS: modulators of MEKK3-MEK5 PB1 binding, primary screen, biochemical, wildtype MEKK3, multiplex bead flow cytometry, Alexa488-MEK5. AID 1529, 2009. bead-based flow cytometry, Alexa488-MEK5 binding to MEKK3; actives lie on both sides; 0 = blocked by unlabeled MEK5, 100 = vehicle. actives 1.4% (n = 290,000). binding response (% of control), % at 10 µM;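 active = binding response more than 3 SD above or below the average of its plate-row segment, actives on both sides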;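 also: Alexa488 bead fluorescence after subtracting the streptavidin-only scavenger bead signal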
IMP-1 inhibitor: IMP-1 metallo-beta-lactamase inhibitors, primary screen, biochemical, epi-absorbance readout, Pseudomonas aeruginosa enzyme; metallo-beta-lactamase IMP-1 (Pseudomonas aeruginosa); purified IMP-1, nitrocefin hydrolysis, epi-absorbance fluorescence; inhibition, % at 5.6 µM; actives 0.45% (n = 290,000); AID 1556, 2009;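 active = inhibition above the mean plus 3 SD of all compounds in the same screening run, cut at about 4.5% in these data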;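 also: 0% = IMP-1 with DMSO and 100% = DMSO wells lacking enzyme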
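Test system: recombinant IMP-1 enzyme, purified / Medium: HEPES buffer pH 7.1 with ZnSO4 and Brij 35 / Doses: single dose, 5.6 µM / Times: 25 °C, 15 min preincubation, 25 min reaction / Detection: Epi-absorbance via hydrolysed-nitrocefin quenching of white-plate fluorescence, 480/530 nm, EDTA stop / Evaluation: percent inhibition from optical density relative to buffer-blank wells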
VIM-2 inh: VIM-2 metallo-beta-lactamase inhibitors, primary screen, biochemical, epi-absorbance readout, Pseudomonas aeruginosa enzyme. purified VIM-2, nitrocefin hydrolysis, epi-absorbance fluorescence. inhibition, % at 5.6 µM. actives 0.89% (n = 290,000);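 active = inhibition above the mean of all tested compounds plus 3 SD, cutoff set per screening run, cut at about 7.5% in these data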;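 also: red hydrolysis product quenches plate fluorescence so inhibitors raise well fluorescence; 0% = enzyme with DMSO and 100% = DMSO without enzyme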
PHOSPHO1 block: PubChem AID 1565; recombinant PHOSPHO1, absorbance phosphatase assay; actives 1.1% (n = 290,000); inhibition, % at 13.3 µM; in the data active = inhibition above about 60%
UBC9 SUMO inh: inhibitors of in vitro SUMOylation cascade, primary screen, biochemical, HTRF, uHTS; SUMO-conjugating enzyme UBC9 (Homo sapiens), P63279; HTRF SUMOylation assay, SAE1/SAE2 + UBC9; inhibition, % at 35 µM; actives 0.36% (n = 290,000); in the data active = inhibition above about 50%, passing the limit was not always enough; also: strong numbers were not always called active
Numbers without * were called inactive; / = no result given. Only part of the results is shown, so the mix of outcomes need not match the whole.

#1 C/C(=N\N=C(/N)c1nonc1N)c1ccc2c(c1)OCO2
#2 COc1ccc(-c2cc(C(=O)N3CCN(c4ccccc4)CC3)no2)cc1
#3 CC1CCc2c(sc(NC(=O)CCCn3cnc([N+](=O)[O-])n3)c2C(N)=O)C1 (configuration not stated)
#4 CC(=O)c1c(C)[nH]c(C(=O)OCC(=O)Nc2cc(Cl)ccc2[N+](=O)[O-])c1C
#5 O=C(CC1Sc2ncnn2C1=O)Nc1ccccc1 (configuration not stated)
#6 Cc1c(Cl)cccc1NC(=S)NNc1ncc(C(F)(F)F)cc1Cl
#7 O=C(Nc1ccc2ccccc2c1)c1onc2c1CCCC2
#8 Cc1ccc(OCC(=O)Nc2nnc(S(=O)(=O)N3CCC(C)CC3)s2)cc1
#9 CCOC(=O)c1c(O)c2ccccc2n(-c2ccccc2)c1=O
#10 CC1=CC2=NC(=O)/C(=C\c3cccn3CCOc3ccccc3)C(=N)N2O1

screen / no.,1,2,3,4,5,6,7,8,9,10
HCV NS3 hel inh,6,-5,8,0,2,4,2,36*,-5,-13
p-CIP stab down,-7,2,-4,1,-9,-4,-5,-4,2,4
IDE cell activ,4,-2,-6,-1,-14,13,8,-2,4,3
DNA FID counter,-6,-30,3,3,-9,-9,0,-34,-4,-11
MEKK3 PB1 HTS,90,102,98,101,113,102,99,98,104,132*
IMP-1 inhibitor,-4.2,-0.6,-2.9,-2.5,-1.7,-0.7,-0.3,-2.8,-1.9,-2.5
VIM-2 inh,-2.1,-2.3,-2.0,-2.7,-3.3,-4.8,2.6,-4.0,-1.3,-0.3
PHOSPHO1 block,37,44,-106,-4,94*,3,22,15,14,7
UBC9 SUMO inh,2,-17,8,-3,17,-17,-3,19,14,-13

#11 c1ccc2c(c1)CNC1(CCCCC1)C2
#12 COC(=O)c1ccccc1NC(=O)C1CCN(S(C)(=O)=O)CC1
#13 CCOc1ccc(C(C)=O)cc1CN1C(=O)NC2(CCCCCCC2)C1=O
#14 CC(=O)NC(=S)Nc1ccc(S(=O)(=O)Nc2ncccn2)cc1
#15 CCOc1ccc(N2CCCn3c2nc2c3c(=O)n(CCc3ccccc3)c(=O)n2C)cc1
#16 CCOC(=O)c1c(C)nn(Cc2ccccc2)c1N
#17 Cc1cccc(NC(=S)NC2CC3CCCC(C2)N3Cc2cccs2)c1C (configuration not stated)
#18 O=C(N/N=C\C=C\c1ccc2c(c1)OCO2)C1COc2ccccc2O1 (configuration not stated)
#19 CCC(=O)N1CCc2cc(S(=O)(=O)CCC(=O)Nc3ccc(OC)cc3)ccc21
#20 CC(C)(C)c1ccc(CSc2nnc(-c3ccccc3NC(=O)c3ccccc3)o2)cc1

screen / no.,11,12,13,14,15,16,17,18,19,20
HCV NS3 hel inh,-14,2,1,7,13,0,-13,-4,-2,23
p-CIP stab down,-4,0,-4,-2,-3,-2,-5,7,-1,-3
IDE cell activ,7,8,8,1,/,0,1,2,2,3
DNA FID counter,3,-2,-28,-4,-2,-1,15,-18,-11,-4
MEKK3 PB1 HTS,104,97,95,114,102,106,/,103,98,110
IMP-1 inhibitor,-1.5,-0.9,-3.1,-2.3,-2.7,-5.1,-2.6,0.6,-1.5,-2.5
VIM-2 inh,-2.0,-1.6,-1.1,-2.4,-2.5,-2.2,-2.3,-3.3,-0.5,-2.5
PHOSPHO1 block,-7,-10,40,-12,32,-14,53,-9,33,-2
UBC9 SUMO inh,6,-10,-1,14,0,3,2,4,2,3

#21 O=C(COC(=O)c1ccccc1Br)NCCN1C(=O)CSC1=O
#22 COc1cc(OC)cc(C(=O)Nn2cc(C(=O)Nc3ccc(F)cc3F)c3ccccc3c2=O)c1
#23 Cc1noc(N)c1C1(O)C(=O)N(C(C)C)c2ccccc21 (configuration not stated)
#24 CC(C)(C)C(=O)NC(=S)N1CCCC1
#25 Cc1ccc2nc(NNC(=O)c3ccc(S(=O)(=O)N4CCc5ccccc5C4)cc3)sc2c1
#26 COc1ccc(NC(=O)COc2cccc3c2CCN(Cc2cccnc2)C3=O)cc1
#27 Cn1c(=O)c2[nH]c(CNc3ccc(C(=O)O)cc3)nc2n(C)c1=O
#28 O=C(NCc1cccnc1)c1ccccc1NS(=O)(=O)c1ccc(F)cc1
#29 O=C(Oc1cccc(N2C(=O)CCC2=O)c1)c1ccccc1
#30 O=C(c1ccc(S(=O)(=O)N2CCCC2)cc1)N(c1ccc(F)cc1)C1C=CS(=O)(=O)C1 (configuration not stated)

screen / no.,21,22,23,24,25,26,27,28,29,30
HCV NS3 hel inh,-22,9,-1,10,0,7,-2,-5,2,0
p-CIP stab down,16,3,0,-5,5,-15,4,5,-1,-14
IDE cell activ,9,5,4,0,-1,1,-3,1,2,-2
DNA FID counter,3,-15,-5,-2,-18,-31,-7,-4,-6,-13
MEKK3 PB1 HTS,98,102,56,105,67,104,111,105,105,102
IMP-1 inhibitor,-2.1,-2.0,-2.5,-2.5,1.0,-1.2,-2.2,-2.5,-7.4,-1.6
VIM-2 inh,-1.8,-1.4,-2.6,-0.6,-2.6,0.2,-2.0,-0.7,0.1,-2.9
PHOSPHO1 block,11,19,-4,-13,-6,18,11,38,-35,38
UBC9 SUMO inh,2,-20,-6,15,-5,4,24,17,-8,8

3 compounds already listed, sorted by count of non-hydrogen atoms, falling:
#30 O=C(c1ccc(S(=O)(=O)N2CCCC2)cc1)N(c1ccc(F)cc1)C1C=CS(=O)(=O)C1 (configuration not stated)
#28 O=C(NCc1cccnc1)c1ccccc1NS(=O)(=O)c1ccc(F)cc1
#23 Cc1noc(N)c1C1(O)C(=O)N(C(C)C)c2ccccc21 (configuration not stated)

screen / no.,30,28,23
HCV NS3 hel inh,0,-5,-1
p-CIP stab down,-14,5,0
IDE cell activ,-2,1,4
DNA FID counter,-13,-4,-5
MEKK3 PB1 HTS,102,105,56
IMP-1 inhibitor,-1.6,-2.5,-2.5
VIM-2 inh,-2.9,-0.7,-2.6
PHOSPHO1 block,38,38,-4
UBC9 SUMO inh,8,17,-6

More structures
#31 c1nnn(C23CC4CC(CC(C4)C2)C3)n1
#32 COc1cc(OC)cc(C(=O)NCC(=O)OCC(=O)N2CC(C)CC(C)C2)c1 (configuration not stated)
#33 O=C(c1ccco1)N1CCN=C1SCc1cccc(Cl)c1
#34 CC1=NNC(=O)C1CCC(=O)N/N=C/c1ccc(Cl)cc1 (configuration not stated)
#35 CC(Oc1cc2oc(=O)c3c(c2cc1Cl)CCC3)C(=O)NCCCN1CCCC1=O (configuration not stated)
#36 O=C(c1ccc(CN2CCOCC2)cc1)N1CCN(c2ccccc2F)CC1
#37 O=[N+]([O-])c1ccc2c(c1)c(-c1ccccc1)nc1nncn12
#38 O=C(Nn1cnnc1)c1ccc(Cl)cc1[N+](=O)[O-]
#39 COc1ccc(C2N=C(c3ccccc3)C(C)(C)N2O)cc1 (configuration not stated)
#40 O=C(O)c1cc(-c2ccc(Cl)cc2)n(-c2cccc(Cl)c2)n1

screen / no.,31,32,33,34,35,36,37,38,39,40
HCV NS3 hel inh,2,-20,-3,1,-6,2,8,3,-5,21
p-CIP stab down,-8,-9,-10,3,2,0,14,-7,-6,-9
IDE cell activ,4,-3,3,4,0,7,2,2,3,5
DNA FID counter,0,-32,-6,-4,-51,-21,2,3,-4,-33
MEKK3 PB1 HTS,103,85,105,108,100,102,90,106,101,99
IMP-1 inhibitor,-2.0,-2.5,-4.6,-4.2,-4.9,-3.6,-1.9,3.4,-3.4,0.7
VIM-2 inh,-2.7,-0.5,-3.8,0.4,9.1*,-0.6,-0.3,-0.9,3.1,-0.4
PHOSPHO1 block,-17,10,-9,28,13,8,20,8,7,/
UBC9 SUMO inh,-5,2,0,-6,-6,6,-2,8,13,9

#41 COc1cc(C=O)ccc1OCCOCCOc1cc(C)ccc1Cl
#42 Cc1cc2c(cc1S(=O)(=O)NCc1ccc(N(C)C)cc1)OCC(=O)N2
#43 Cc1ccccc1-n1c(O)c(/C=C/C=Nc2ccccc2)c(=O)[nH]c1=O
#44 c1coc(-c2nnc(SCc3cn4ccccc4n3)o2)c1
#45 O=C(c1cc(-c2cccs2)on1)N1CCc2ccccc2C1
#46 CN(C)c1cccc2c1c(NC(=O)Nc1ccccc1)nn2C
#47 Cc1cc(C(=O)N/N=C/c2ccc(Cl)c([N+](=O)[O-])c2)c(C)n1-c1ccc(F)cc1
#48 COc1ccccc1CCNC(=O)CSc1ccc(-c2ccco2)nn1
#49 CCCc1nc2ccc(NC(C)=O)cc2c(=O)n1Cc1ccccc1Cl
#50 CSc1n[nH]c(NCc2ccc(Cl)cc2)n1

screen / no.,41,42,43,44,45,46,47,48,49,50
HCV NS3 hel inh,-7,2,10,-5,-6,-7,-6,9,-1,7
p-CIP stab down,8,-11,-43,-11,-13,-8,-9,4,0,-10
IDE cell activ,1,-4,-71,-3,-2,4,4,1,4,3
DNA FID counter,-16,-7,-7,-3,-6,-9,-4,-13,-28,-2
MEKK3 PB1 HTS,103,98,94,106,103,100,101,105,97,97
IMP-1 inhibitor,-1.6,-1.0,2.3,-1.9,0.1,-1.2,-2.7,-4.2,-5.2,-3.4
VIM-2 inh,1.1,0.8,2.2,0.3,0.8,-0.4,-2.3,-2.5,-2.9,-2.5
PHOSPHO1 block,14,31,14,7,6,33,-5,12,35,3
UBC9 SUMO inh,10,6,5,15,2,26,20,60,5,-2

#51 O=S(=O)(c1ccccc1)N(CC1CO1)c1cc(Cl)ccc1Cl (configuration not stated)
#52 CCOC(=O)c1cc(C#N)c(N2CCNCC2)nc1C(F)(F)F
#53 COc1cccc(OCc2nn3c(=O)c(-c4ccccc4)nnc3s2)c1
#54 CC(C)c1ccc(S(=O)(=O)Nc2ccc(N3CCOCC3)cc2)cc1
#55 CC(C)OCCCNC(=O)CN1CCN(Cc2ccc(Cl)cc2)C1=O
#56 Cc1ccc2c(CSc3nnc(C4CC4)n3N)cc(=O)oc2c1

screen / no.,51,52,53,54,55,56
HCV NS3 hel inh,-4,12,8,-11,-9,-7
p-CIP stab down,-20,-159,-10,-5,-2,-7
IDE cell activ,-5,6,1,1,4,0
DNA FID counter,-15,2,-12,-23,-19,-4
MEKK3 PB1 HTS,100,101,98,104,100,93
IMP-1 inhibitor,-2.7,-3.3,-2.5,-1.4,-3.4,0.4
VIM-2 inh,-0.8,-0.1,1.4,-1.2,0.8,5.0
PHOSPHO1 block,36,49,/,28,10,32
UBC9 SUMO inh,12,-5,10,5,0,-1

Part of the list above, limited to UBC9 SUMO inh and IMP-1 inhibitor:
No.	compound	UBC9 SUMO inh	IMP-1 inhibitor
52	CCOC(=O)c1cc(C#N)c(N2CCNCC2)nc1C(F)(F)F	-5	-3.3
53	COc1cccc(OCc2nn3c(=O)c(-c4ccccc4)nnc3s2)c1	10	-2.5
